# Pf apPOL inh = Pf-apPOL DNA polymerase inhibition; inhibition, % at 10 µM; AID 1794808; Recombinant Pf-apPOL, molecular beacon fluorescence, 1.5 h; hit rate 0.25% among 210,000
# mHTT-CaM PPI inh = disrupts binding of mutant huntingtin to calmodulin. P42858. AlphaScreen His-mHTT/GST-CaM binding, luminescence. inhibition, % at 15 µM. hit rate 3.6% among 190,000. AID 1671202;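 further: 0% = both proteins with DMSO and 100% = one protein alone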
# * = called active by the depositor; . = not tested or not shown; & = joins results of further samples. No stated cut-off is given here; in the data, active means inhibition above about 50%; inactive means the rest. An excerpt. The share of hits here may be higher or lower than overall.
SMILES	Pf apPOL inh	mHTT-CaM PPI inh
Cc1ccc(-n2nc3ccc(NC(=O)C(C)C)cc3n2)cc1Cl	-2.8	-9.0
O=C(Nc1nc2ccc(Cl)cc2s1)c1ccccc1[N+](=O)[O-]	-7.6	7.5
CCN(CC)CCCNC(=O)c1cn(CC(C)C)c(=O)c2cc(OC)c(OC)cc12	5.0	0.0
O=C(Nc1nccs1)C(c1ccccc1)N1CCOCC1 (configuration not stated)	-2.0	-13.3
Cc1nn(-c2ccccc2)nc1C(=O)NC(=O)N1CCSCC1	-4.6	.
Cc1ccccc1NC(=O)N1CCC(c2nc(C(=O)N(C)C)c(C)o2)CC1	-8.2	-1.7
CCC(=O)N1CCc2cn(C)c3cccc(c23)C1	-3.7	5.8
Cc1ccc(NC(CSC(N)=O)=NS(=O)(=O)c2ccccc2)cc1	-5.0	0.0
CCCCN(CC)S(=O)(=O)c1ccc2oc(C(=O)O)c(C)c2c1	1.9	-4.0
CC(=O)NCc1csc(C2CCN(C(=O)c3ccc(C)c(C)c3)CC2)n1	0.0	21.7

# Shown with each value named: entries from further up
Cc1ccc(-n2nc3ccc(NC(=O)C(C)C)cc3n2)cc1Cl
  Pf apPOL inh = -2.8
  mHTT-CaM PPI inh = -9.0
O=C(Nc1nc2ccc(Cl)cc2s1)c1ccccc1[N+](=O)[O-]
  Pf apPOL inh = -7.6
  mHTT-CaM PPI inh = 7.5
CCN(CC)CCCNC(=O)c1cn(CC(C)C)c(=O)c2cc(OC)c(OC)cc12
  Pf apPOL inh = 5.0
  mHTT-CaM PPI inh = 0.0
O=C(Nc1nccs1)C(c1ccccc1)N1CCOCC1 (configuration not stated)
  Pf apPOL inh = -2.0
  mHTT-CaM PPI inh = -13.3

# Reprinted from the listing for reference:
SMILES	Pf apPOL inh	mHTT-CaM PPI inh
Cc1nn(-c2ccccc2)nc1C(=O)NC(=O)N1CCSCC1	-4.6	.
Cc1ccccc1NC(=O)N1CCC(c2nc(C(=O)N(C)C)c(C)o2)CC1	-8.2	-1.7
CCC(=O)N1CCc2cn(C)c3cccc(c23)C1	-3.7	5.8
Cc1ccc(NC(CSC(N)=O)=NS(=O)(=O)c2ccccc2)cc1	-5.0	0.0
CCCCN(CC)S(=O)(=O)c1ccc2oc(C(=O)O)c(C)c2c1	1.9	-4.0
CC(=O)NCc1csc(C2CCN(C(=O)c3ccc(C)c(C)c3)CC2)n1	0.0	21.7

# Returning to the listing; the 3 compounds before the break are reprinted first.
SMILES	Pf apPOL inh	mHTT-CaM PPI inh
Cc1ccc(NC(CSC(N)=O)=NS(=O)(=O)c2ccccc2)cc1	-5.0	0.0
CCCCN(CC)S(=O)(=O)c1ccc2oc(C(=O)O)c(C)c2c1	1.9	-4.0
CC(=O)NCc1csc(C2CCN(C(=O)c3ccc(C)c(C)c3)CC2)n1	0.0	21.7
O=C(O)c1ccc(S(=O)(=O)c2ccc3c(c2)C(=O)N(CC2CCCO2)C3=O)cc1 (configuration not stated)	-1.9	-6.4
O=C(C1CCCCC1)N1C[C@@H](n2cc(-c3ccc(F)cc3)nn2)[C@H](O)C[C@@H]1c1ccccc1	-0.2	-2.6
c1ccc2c(N3CCCCCC3)nnc(-c3nc(C4CC4)no3)c2c1	-7.9	15.1
CCn1c(SC)nnc1-c1nn(C)c2c1CN(C(=O)c1cccc(Cl)c1)CC2	-5.6	6.4
COc1ccc(OC)c(C2=NOC(C(=O)Nc3ccccc3SC)C2)c1 (configuration not stated)	-2.5	-7.5
Cc1ccc(OCCn2ccnc2)c(Br)c1	-2.7	4.2
O=C(CN1C(=O)c2cccc([N+](=O)[O-])c2C1=O)N1CCc2ccccc2C1	-5.0	2.5
Cc1c(C(=O)NC(C)(C)C)sc2nc(-c3ccc(F)cc3)cn12	-2.5	4.0
CC(C)CCNC(=O)C1(C)CCC(=O)N1CCCOC(C)C (configuration not stated)	1.2	-8.5
Fc1ccc([C@@H]2Nc3c(F)cccc3[C@@H]3C=CC[C@@H]32)cc1	.	-10.6

# Next section
SMILES	Pf apPOL inh	mHTT-CaM PPI inh
COc1ccc(-c2noc(C3CCN(CC(=O)Nc4c(C)cc(C)cc4C)CC3)n2)cc1	-4.2	-4.0
C=CCN=C(CCC)C1=C(O)CC(C)(C)CC1=O	-3.8	-4.2
COc1cccc(CNC(=O)C2=C(C)C(=O)OC23CCCCC3)c1OC	-5.9	-3.2
CCc1cc(C(=O)Cc2ccccc2)c(O)cc1O	-9.4	0.2
O=C1C(=Cc2ccc3c(c2)OCO3)Oc2c1ccc1c2CN(Cc2ccccn2)CO1	-37.5	100.2*
CCC(=O)N1c2ccc(S(=O)(=O)Nc3ccc(F)cc3)cc2CC1C (configuration not stated)	3.9	3.0
O=C(NC1CC1)c1ccc(OCC2CCCN(C(=O)c3ccc(F)cc3Cl)C2)cc1 (configuration not stated)	-1.6	-2.1
Cc1ccccc1C1=N/C(=C\c2ccccc2)C(=O)O1	-0.1	6.0
O=C(CSc1nc2[nH]ncc2c(=O)n1-c1ccccc1)NC1CCCCNC1=O (configuration not stated)	5.5	-2.0
C=CCc1cccc(C=Nc2c(C)n(C)n(-c3ccccc3)c2=O)c1O	4.2	-3.0

# More compounds.
SMILES	Pf apPOL inh	mHTT-CaM PPI inh
O=C(NCc1cccnc1)c1cc(Sc2ccc(F)cc2F)nc2ccccc12	-12.3	25.0
O=c1[nH]cc(-n2c(=O)c3cc4c(=O)n(-c5c[nH]c(=O)[nH]c5=O)c(=O)c4cc3c2=O)c(=O)[nH]1	2.0	-1.0
CC(=O)N1CCN(c2nc3c(s2)CC(C(=O)Nc2cccc(F)c2)CC3)CC1 (configuration not stated)	-0.3	21.9
Cc1ccc(CNC(=O)c2cc3c(=O)n(C)ccc3n2C)cc1	-1.6	-5.4
CN(C)C(=O)c1ccc(N2CCNC(c3ccccc3)C2)nc1 (configuration not stated)	-3.5	-6.1
Cc1ccc(S(=O)(=O)Nc2nc(-c3ccc(C)c(Cl)c3)c(C)s2)cc1	0.6	.
Cc1c(Br)c([N+](=O)[O-])nn1CC(=O)O	-4.0	-2.0
COc1ccc(C(C#N)N2CCC(c3ccccc3)=N2)cc1 (configuration not stated)	-2.1	-10.0
COc1cc(C(C)=O)ccc1OCC(=O)O	3.0	-4.9
CNc1oc(C)nc1S(=O)(=O)c1ccccc1	2.3&-6.4	-4.0&25.1

# Other compounds
SMILES	Pf apPOL inh	mHTT-CaM PPI inh
Cc1cccc(NC(=O)Cc2nnc(NC(=O)Nc3ccc(Cl)cc3Cl)s2)c1	-4.7	1.8
Cc1ccc(C(=O)NC2CCCN(c3cc(N(C)C)ncn3)C2)s1 (configuration not stated)	-3.2	9.6
CC(C)(C)n1nc2c(c1NC(=O)c1cc([N+](=O)[O-])ccc1Cl)CSC2	-0.7	11.0
CCc1nnc(-c2cccn2CC(=O)Nc2ccc(F)cc2)o1	-0.7	-2.0
Cc1ccc(S(=O)(=O)NC2=NCN(c3ccc([N+](=O)[O-])cc3[N+](=O)[O-])CN2)cc1[N+](=O)[O-]	-4.6	7.0
O=C(Cn1c(=O)oc2ccccc21)NCc1ccccn1	0.5	-2.0
CC(=O)c1cccc(NC(=O)Cn2cnc(-c3ccccc3)cc2=O)c1	1.5	-9.4
Cc1ccc(O)c(NC(=O)CC(NCCC2=CCCCC2)C(=O)O)c1 (configuration not stated)	-6.4	-7.6
COc1ccc(N2CC(C(=O)NCc3ccc(F)cc3)CC2=O)cc1 (configuration not stated)	-6.3	0.4
OC1(c2cc(C(F)(F)F)cc(C(F)(F)F)c2)CC1	4.1	.

# Overlap with the part before: 5 entries; new compounds follow.
SMILES	Pf apPOL inh	mHTT-CaM PPI inh
O=C(Cn1c(=O)oc2ccccc21)NCc1ccccn1	0.5	-2.0
CC(=O)c1cccc(NC(=O)Cn2cnc(-c3ccccc3)cc2=O)c1	1.5	-9.4
Cc1ccc(O)c(NC(=O)CC(NCCC2=CCCCC2)C(=O)O)c1 (configuration not stated)	-6.4	-7.6
COc1ccc(N2CC(C(=O)NCc3ccc(F)cc3)CC2=O)cc1 (configuration not stated)	-6.3	0.4
OC1(c2cc(C(F)(F)F)cc(C(F)(F)F)c2)CC1	4.1	.
COc1cccc(-c2nc(C=Nc3ccc(I)cc3C)c(O)o2)c1	-0.8	3.0
CCc1ccc(C2CC(c3ccccc3Cl)n3nnnc3N2)cc1 (configuration not stated)	4.4	9.0
O=C(Nc1ccccc1)N1CCCCC1	0.9	-0.9
NC(=O)c1nc(NC2CC2)sc1N	.	13.9
CCOc1ccccc1NC(=O)CSc1ccc(C)cc1	-114.6	-39.5
COc1ccc2c(c1)OC(=Cc1cc(Br)ccc1OC)C2=O	2.0	-0.6
CCCCN(CC)C(=O)N1CCOCC1	-7.5	-3.4
COc1ccccc1NC(=O)c1sc2nc[nH]c(=O)c2c1C	-1.2	-5.0
CCN(CC)CCNC(=O)c1cc2cc3ccc(C)cc3nc2s1	-8.8	0.0
Cc1cccc(CN2[C@@H](C)[C@H](c3ccccc3)Oc3cc(Br)ccc3S2(=O)=O)c1	-3.6	6.2

# (next part)
SMILES	Pf apPOL inh	mHTT-CaM PPI inh
Cc1nc(N)nc(C(F)(F)F)c1Br	1.0	-3.0
CC(=O)N1c2ccc(N=Cc3cc(Br)ccc3O)cc2CC1C (configuration not stated)	-0.5	24.0
Cc1ccc(N=Cc2nc(-c3ccccc3F)oc2O)c(C)c1	-2.9	-7.0
Brc1cccc(-c2nnc3sc(CNCc4ccccc4)cn23)c1	-4.0	4.0
Cc1cc(NC(=O)C2CC2)n(-c2nc3ccccc3[nH]2)n1	-2.8	0.7
CC1(C)CC(CCNCc2ccccn2)(c2cccc(C(F)(F)F)c2)CCO1 (configuration not stated)	-0.7	9.4
COc1ccc(-n2cc(C(=O)NC3CCCC(C)C3C)c3ccccc3c2=O)cc1 (configuration not stated)	-7.1	25.0
O=C(NCCOC12CC3CC(CC(C3)C1)C2)c1cc([N+](=O)[O-])ccc1Cl	-3.3	5.0
COc1ccc(C=C2Oc3cc(OC(=O)C(C)C)ccc3C2=O)c(OC)c1	-1.6	-2.6
COc1cccc(CN2CCC(C(=O)NCc3ccc(C)cc3)CC2)c1	-4.2	14.9

# Following part.
SMILES	Pf apPOL inh	mHTT-CaM PPI inh
C(=NN=Cc1cccnc1)c1cccnc1	0.6	.
COc1ccc(C(CNC(=O)c2ccccc2Cl)N2CCOCC2)cc1 (configuration not stated)	-2.7	-15.2
Cc1cccc(Nc2nc(CC(=O)N3CCC(C(N)=O)CC3)cs2)n1	-13.5	-4.0
Cc1ccc(C(CNC(=O)C(=O)NCc2ccncc2)N2CCN(C)CC2)cc1 (configuration not stated)	3.4	-7.9
COc1ccc(C2C(C#N)(C#N)C2(C#N)C#N)cc1	-2.9	.
OC(COCC1COc2ccccc2O1)CN1CCOCC1 (configuration not stated)	-8.8	-2.8
O=C(CSCc1ccccc1)N1CCN(Cc2nnnn2-c2ccc(F)c(F)c2)CC1	-5.4	-1.7
O=C(NC1CCCC1)c1nn2c(C(F)(F)F)cc(-c3ccco3)nc2c1Br	2.9	0.0
Cc1c(Cl)cccc1NC(=O)c1oc2ccc(S(=O)(=O)N3CCOCC3)cc2c1C	-1.4	10.0
COc1ccc([N+](=O)[O-])cc1NC(=O)CCN1CCN(c2cccc(C(F)(F)F)c2)CC1	-7.4	26.0

# (further entries)
SMILES	Pf apPOL inh	mHTT-CaM PPI inh
O=C(NCCn1nc(-c2cccs2)ccc1=O)c1cc(-c2cccs2)[nH]n1	-20.3	-12.0
O=C(NCc1cccc(Cl)c1)C1CCN(c2cn[nH]c(=O)c2)CC1	-4.4	-4.0
COc1ccc(CCNC(=O)CCCn2c(=O)[nH]c3ccsc3c2=O)cc1OC	2.4	4.0
CC(=O)Nc1ccc2oc(-c3cccc(I)c3)nc2c1	-0.8	-6.9
CC(=O)Oc1ccc2c(=O)c(-c3ccc(Br)cc3)coc2c1	-5.1	-0.4
COc1ccc(OC)c(C=C2Oc3cc(OC)ccc3C2=O)c1	-6.2	-22.6
COCCc1nncn1C1CCNCC1	-4.8	-3.8
O=C(c1cc(F)ccc1Cl)N1CCCN(C2CCN(CC3CC3)C2=O)CC1 (configuration not stated)	-3.6	18.1
Cc1cc(=O)[nH]c(-n2nc(C)c(CCC(=O)N3CCN(C(=O)c4ccco4)CC3)c2C)n1	-12.8	-11.1
CC(=O)N1CCc2cc(Br)cc(S(=O)(=O)NCCN3CCCCC3C)c21 (configuration not stated)	-2.5	-3.0

# (listing goes on)
SMILES	Pf apPOL inh	mHTT-CaM PPI inh
COc1cc2c(cc1OC)C1(CCCC1)CN=C2C	-5.0	-3.4
O=C(NCCCN1CCOCC1)C1CC2CCC1C2 (configuration not stated)	.	-5.6
Nc1nc(Nc2ccccc2)n[nH]1	-0.6	.
O=C(N(CCc1ccccc1)Cc1ccccn1)C12CC3CC(CC(C3)C1)C2	-7.3	-1.6
O=C(c1cccc(F)c1)N1CCCC1c1ccc(Cl)cc1 (configuration not stated)	0.2	-2.4
COc1ccc(Cc2c(C)nc(C)nc2N2CCN(C(=O)C(C)C)CC2)cc1	7.4	16.4
O=C(CN1CCC(COCc2ccccc2)CC1)Nc1ccc2c(c1)OCCO2	1.2	-5.6
CCOc1ccc(C=Nc2cc([N+](=O)[O-])ccc2C)cc1	0.2	-5.0
O=S(=O)(N=C(c1ccc(Cl)cc1)N1CCOCC1)c1ccccc1	-5.1	-1.0
COCCNC(=O)c1ccc(N(Cc2ccccc2Cl)S(C)(=O)=O)cc1	-5.3	2.8
